IP6K1 inh: inhibitors of human IP6K1; activity change, % (series mostly up to about 58 µM); actives 0.81% (n = 140,000); IP6K1 kinase, ADP-Glo luminescence, 2 h; stronger effect = lower value; Q92551; AID 1645851; in the data active = activity change below about -25%
Target sequence (Q92551 whole entry, looked up): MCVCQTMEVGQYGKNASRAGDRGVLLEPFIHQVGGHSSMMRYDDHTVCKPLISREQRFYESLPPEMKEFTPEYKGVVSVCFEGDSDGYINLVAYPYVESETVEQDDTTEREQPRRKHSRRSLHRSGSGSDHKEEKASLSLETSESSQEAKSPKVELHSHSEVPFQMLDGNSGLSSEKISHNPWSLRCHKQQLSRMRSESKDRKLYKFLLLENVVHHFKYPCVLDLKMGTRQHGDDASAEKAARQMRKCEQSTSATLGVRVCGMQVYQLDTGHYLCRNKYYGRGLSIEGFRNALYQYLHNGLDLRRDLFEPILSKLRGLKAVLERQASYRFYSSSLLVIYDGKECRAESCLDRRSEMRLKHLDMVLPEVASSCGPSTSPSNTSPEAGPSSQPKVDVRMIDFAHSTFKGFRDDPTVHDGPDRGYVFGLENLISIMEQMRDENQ
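ADP-Glo luminescence measures ADP made by human IP6K1 during a 2 h RT reaction with ATP/IP6 (mix at 1.3 mM/130 uM); top library doses 57.5 and 19.1 uM final.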
HEK293 tox: HEK 293 cell cytotoxicity; Potency, µM (titrated, usually from 115 µM), inactives show top-dose activity change, negative = cytotoxicity, actives largely listed as inhibitors; HEK 293 viability, ATP luminescence (CellTiter-Glo), 48-72 h; actives 6.6% (n = 94,000); AID 1345083; also: potency is read from the fitted curve at half-maximal effect; nearly all actives have a fitted effect of over 60% in size
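Read-out: CellTiter-Glo ATP luminescence. Cells: HEK 293, 250 cells/well. Exposure: 48 or 72 hr, 37 degree Celsius.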
SNCA expr inh: reduces expression of the alpha-synuclein gene | HEK-293 SNCA-luciferase knock-in, luminescence, 24 h | actives 0.17% (n = 140,000) | Potency, µM (titrated, usually from 57.2 µM), for inactives: at the top dose activity change, negative = inhibition, actives largely listed as inhibitors;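 also: potency is read from the fitted curve at half-maximal effect; plate controls were DMSO cells for no effect and cell-free wells for full effect; nearly all actives have a fitted effect of over 45% in size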
NIH3T3 tox: NIH 3T3 cell cytotoxicity; NIH 3T3 viability, CellTiter-Glo ATP luminescence, 48-72 h; Potency, µM (titrated, usually from 96.7 µM), without a hit: at the highest dose activity change, negative = cytotoxicity, actives largely listed as inhibitors; actives 4.3% (n = 94,000); AID 1345082; also: potency is read from the fitted curve at half-maximal effect; nearly all actives have a fitted effect of over 55% in size
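Viability of NIH 3T3 cells after 48 or 72 hr compound treatment at 37 °C was assessed by CellTiter-Glo, with luminescence imaged following a 10 min room-temperature step.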
SNCA viab count: cell viability loss counter-screen; HEK-293-SNCA-luc viability, GF-AFC fluorescence, 24 h; Potency, µM (titrated, usually from 57.1 µM), without a hit: at the highest dose activity change, negative = cytotoxicity, usual class: cytotoxic; actives 0.12% (n = 150,000);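 also: potency is read from the fitted curve at half-maximal effect; 0% = DMSO-treated cells and -100% = medium-only wells without cells; nearly all actives have a fitted effect of over 30% in size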
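Cytotoxicity counterscreen: after 24 h compound treatment of genome-edited SNCA-luciferase HEK-293 cells, live-cell protease substrate GF-AFC read by fluorescence after 30 min; activity scaled between DMSO (0%) and medium-only (-100%), curves Hill-fitted.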
GPT2 inhibitor: inhibitors of human GPT2 alanine aminotransferase; actives 0.25% (n = 100,000); Recombinant GPT2, coupled pyruvate oxidase/HRP Amplex Red fluorescence; AID 1671188; Q8TD30; Potency, µM (highest dose often 57.7 µM), inactives show at the top dose activity change, negative = inhibition, most hits filed as inhibitors; also: potency is read from the fitted curve at half-maximal effect; nearly all actives have a fitted effect of over 60% in size; many of its hits are not listed in these tables
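Fluorescence of coupled pyruvate oxidase/HRP/Amplex Red system (50uM Amplex, 30 min, dark) reports pyruvate formed by GPT2. Enzyme reaction: 10ng/uL GPT2, 2mM L-alanine, 250uM a-KG, 30 min room temperature, pH 7.5; 50uM AOA control.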
FLuc inh: inhibitors of firefly (Photinus pyralis) luciferase; P08659; purified P. pyralis luciferase, luminescence, biochemical; Potency, µM (top dose mostly 115 µM), for the others: at the highest dose activity change, negative = inhibition, most hits filed as inhibitors; actives 2.5% (n = 76,000); AID 1347043; also: potency is read from the fitted curve at half-maximal effect; nearly all actives have a fitted effect of over 65% in size
Target sequence (P08659 whole entry, looked up): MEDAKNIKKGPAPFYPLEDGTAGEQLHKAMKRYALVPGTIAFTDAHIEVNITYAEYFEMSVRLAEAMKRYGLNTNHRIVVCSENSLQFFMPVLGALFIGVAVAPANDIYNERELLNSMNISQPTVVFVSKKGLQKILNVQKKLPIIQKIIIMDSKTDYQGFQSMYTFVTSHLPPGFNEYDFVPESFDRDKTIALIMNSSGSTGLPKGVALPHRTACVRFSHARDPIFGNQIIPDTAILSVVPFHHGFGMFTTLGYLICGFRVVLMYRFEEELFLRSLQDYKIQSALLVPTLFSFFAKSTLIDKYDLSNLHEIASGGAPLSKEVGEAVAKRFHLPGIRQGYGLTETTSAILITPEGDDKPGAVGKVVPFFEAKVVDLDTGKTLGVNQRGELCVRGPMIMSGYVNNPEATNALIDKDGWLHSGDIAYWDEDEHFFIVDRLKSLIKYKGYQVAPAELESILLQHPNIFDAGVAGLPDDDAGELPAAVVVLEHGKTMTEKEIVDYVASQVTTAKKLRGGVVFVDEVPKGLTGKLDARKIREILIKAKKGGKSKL
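Inhibitors were tested against purified firefly luciferase in a biochemical, low-substrate format (both substrates at 10uM) and luminescence measured with a CCD imager.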
* = called active by the depositor; i = inactive; ? = inconclusive; . = not tested or not shown; [ ] = dose if it differs, or a comment. Unless noted, calls follow the shape of the dose curve; as a rule, active = well fitted curve in the direction sought with a large enough effect; inconclusive = small, poorly fitted or top-dose-only effect, or another doubt; inactive = no such curve, though single readings can be large; an effect the other way counts as inactive or inconclusive. Unless noted, % is scaled to controls: 0 for no effect and ±100 for the full control effect.

Sample of the layout:
SMILES	IP6K1 inh	HEK293 tox	SNCA expr inh	NIH3T3 tox	SNCA viab count	GPT2 inhibitor	FLuc inh
Cc1ccc(N(Cc2cccs2)C(=O)c2ccco2)cc1	-9	.	-6%	.	3%	.	.
CCOC(=O)c1cccc(NS(=O)(=O)c2cc3[nH]c(=O)c(=O)[nH]c3cc2C)c1	3	.	11%	.	2%	.	.
Cc1cn(S(=O)(=O)c2ccc(F)c(Cl)c2)cn1	-2	.	-3%	.	0%	.	.
COc1cc(OC)cc(C(=O)N2CCCN(c3cc(-c4ccc(F)cc4)[nH]n3)CC2)c1	-5	?	-15%	-27%	0%	-10%	3%

All compounds of this part, from the start:
SMILES	IP6K1 inh	HEK293 tox	SNCA expr inh	NIH3T3 tox	SNCA viab count	GPT2 inhibitor	FLuc inh
Cc1ccc(N(Cc2cccs2)C(=O)c2ccco2)cc1	-9	.	-6%	.	3%	.	.
CCOC(=O)c1cccc(NS(=O)(=O)c2cc3[nH]c(=O)c(=O)[nH]c3cc2C)c1	3	.	11%	.	2%	.	.
Cc1cn(S(=O)(=O)c2ccc(F)c(Cl)c2)cn1	-2	.	-3%	.	0%	.	.
COc1cc(OC)cc(C(=O)N2CCCN(c3cc(-c4ccc(F)cc4)[nH]n3)CC2)c1	-5	?	-15%	-27%	0%	-10%	3%
Cc1ccc(C)c(NC(=O)CSc2nnc(CNC(=O)c3ccccc3)n2-c2ccccc2)c1	-3	.	-21%	.	7%	.	.
CN(C)C(=O)c1ccc(OC2CCN(C(=O)c3ccc(C(F)(F)F)cc3)CC2)nc1	-2	-6%	10%	-3%	2%	i	0%
Cc1cc2n(n1)CCCN2C(=O)Nc1ccc(Cl)cc1	17	.	137%[activator]	.	-4%	.	.
COc1ccccc1CC(=O)N1CCCc2ncc(C(=O)NCc3ccc(OC)c(OC)c3)cc21	9	?	7%	-18%	-12%	-2%	5%
CCC1CCCCN1CCCNC(=O)c1c(O)nc2ccccn2c1=O (configuration not stated)	-11	.	15%	.	-3%	.	.
COC1CCOC2(CCN(C(=O)c3c[nH]c4ccccc34)CC2)C1 (configuration not stated)	-21	-2%	2%	-22%	0%[12.5 µM]	-3%	-15%
O=C(NCC1CCOCC1)c1ccccn1	-6	5%	?	4%	8%	-6%	-1%
Cc1ccc(-c2c(C(=O)NCc3cccc(C(F)(F)F)c3)nc3sccn23)cc1	2	22µM*	?	?	1%	-17%	.

Part of the list above, with two lines to a compound.
Every second line gives: IP6K1 inh | HEK293 tox | SNCA expr inh | NIH3T3 tox | SNCA viab count | GPT2 inhibitor | FLuc inh
Cc1cn(S(=O)(=O)c2ccc(F)c(Cl)c2)cn1
→ -2 | . | -3% | . | 0% | . | .
CCOC(=O)c1cccc(NS(=O)(=O)c2cc3[nH]c(=O)c(=O)[nH]c3cc2C)c1
→ 3 | . | 11% | . | 2% | . | .
COc1cc(OC)cc(C(=O)N2CCCN(c3cc(-c4ccc(F)cc4)[nH]n3)CC2)c1
→ -5 | ? | -15% | -27% | 0% | -10% | 3%

(cont.)
SMILES	IP6K1 inh	HEK293 tox	SNCA expr inh	NIH3T3 tox	SNCA viab count	GPT2 inhibitor	FLuc inh
Cc1ccccc1OCC(=O)Nc1ccc2nc(SCC(N)=O)sc2c1	8	.	59%[activator]	.	-1%	.	.
COc1ccccc1CN1CCC2(CC1)Cc1ccccc1CNC2=O	30	-27%	8%	-17%	-2%	-6%	.
Cc1oc2ncnc(N3CCOCC3)c2c1C(=O)N(Cc1ccccc1)C(C)C	-13	.	17%	.	-6%	.	.
O=C(O)c1ccccc1OP(=O)(O)O	13	.	-37%[25.6 µM]	.	-9%[23.9 µM]	i	.
COC(=O)c1sc(NC(=O)c2cc3nc(-c4ccc(Br)cc4)cc(C(F)(F)F)n3n2)c(C(=O)OC)c1C	-4	.	-3%	.	-7%	.	.
Cn1cc(S(=O)(=O)c2cccc(Cl)c2)c(=O)c2cc(F)c(N3CCCCCC3)cc21	-12	.	2%	.	-1%	.	.
CCc1cccc(NC(=O)CCc2c(C)nc3c(-c4ccccc4)c(C)nn3c2C)c1	18	.	-8%	.	8%	.	.
Cc1cc(C)cc(NC(=O)CSCc2cc(=O)c3cc(Cl)ccc3[nH]2)c1	-12	.	10%	.	2%	.	.
O=C(NCc1ccccc1)c1ccccc1OC1CN(Cc2cccnc2F)C1	1	?	13%	?	-30%	i	.
CCOc1ccc(CNS(=O)(=O)c2cc(-c3cc(C)no3)ccc2C)cc1OC	15	.	35%[activator]	.	-7%	.	.
CCN(Cc1ccccc1)C(=O)c1cnn(-c2ccc(F)cc2)c1-n1cccc1	3	.	?	.	-11%	.	.
Cc1cnc(C(=O)N2CCC3(CC2)CC(N(Cc2ccccc2)C2CC2)CCO3)cn1 (configuration not stated)	0	?	13%	?	12%	-1%	3%
COc1ccc(CC2c3cc(OC)c(OC)cc3CC[N+]2(C)CCC(=O)OCCCCCOC(=O)CC[N+]2(C)CCc3cc(OC)c(OC)cc3C2Cc2ccc(OC)c(OC)c2)cc1OC (configuration not stated)	.	.	24%[11.4 µM]	.	0%[12.5 µM]	i[11.5 µM]	.
CCCc1noc(-c2cccn3c(CNC(=O)CC4CCCCC4)nnc23)n1	18	-20%	18%	-14%	2%	?	10%
CCn1ccc(C(=O)NCC23CCCC=C2NC(=O)CC3)n1 (configuration not stated)	12	i	-3%	3%	0%	-3%	7%
C1CNC(c2nc(C3CCOCC3)no2)C1 (configuration not stated)	13	?	8%	i	1%	-7%	-4%
Cc1cccc(CCNC(=O)CCc2nc(C3CCCN3S(C)(=O)=O)no2)c1 (configuration not stated)	2	1%	1%	-21%	3%	2%	-2%
Cc1ccc(Cn2c(SCC(=O)C(C)(C)C)nc3ccsc3c2=O)cc1	17	.	-3%	.	-11%	.	.
CNC(=O)[C@@H]1C[C@H](Oc2ccccc2)CN1C(=O)CCc1ccc(OC)cc1	3	-2%	14%	-13%	?	-5%	-11%
CCn1cc(C(=O)NCc2ccccc2Cl)c(=O)c2cc(S(=O)(=O)N3CCc4ccccc4C3)ccc21	-4	.	-16%	.	1%	.	.
C=CCc1cc(-c2c(-c3ccccc3)ncn2CCOCCO)cc(OC)c1O	12	?	6%	?	-10%	?	11%
COc1ccc(OC)c(/C=C(/C#N)c2nc(-c3ccc(-c4ccccc4)cc3)cs2)c1	2	.	-3%	.	4%	.	.
O=C1C(N2CCN(S(=O)(=O)c3ccc(F)c(F)c3)CC2)CCN1CCc1ccccc1 (configuration not stated)	19	?	15%	-25%	9%	?	25%
COc1c2occc2c(OC)c2c(=O)cc(C)oc12	29	.	2%[25.6 µM]	.	7%[23.9 µM]	-14%	.
CCCCS(=O)(=O)NCCc1noc(-c2ccccc2)n1	19	-3%	-14%	-9%	-1%	i	-4%
Cc1cc(C(=O)N2CCCN(S(=O)(=O)c3ccccc3)CCC(=O)NCC2)nn1C	1	3%	-13%	-15%	-4%	1%	-3%
CS(=O)(=O)N1CC[C@H](C(=O)NNC(=O)Cc2ccccc2)C1	-5	-10%[172 µM]	-8%[87.6 µM]	-2%[174 µM]	0%[87.6 µM]	3%[88.5 µM]	-19%[172 µM]
O=C(OCc1ccccc1)N1CCOCC12CCN(Cc1cccc(O)c1)CC2	0	?	16%[87.6 µM]	?	7%[87.6 µM]	-19%[88.5 µM]	4%[172 µM]
O=C(Nc1ccccc1)c1ccc(-c2cccc3c2CCNC3)o1	0	?	79%[activator]	45µM*	-22%	-16%	-29%
COc1cccc(-c2nnnn2[C@H]2CO[C@H]3[C@@H]2OC[C@@H]3NC(=O)CC2(CC(=O)O)CCCC2)c1	-6	1%	-17%	-4%	11%	1%	2%
CCOC(=O)C1CCCN(C(=O)Cn2ncc3c([nH]c4ccc(C)cc43)c2=O)C1 (configuration not stated)	7	.	-6%	.	4%	.	.
COc1ccc(CN2CCOC[C@H]2c2ncc(-c3ccc(C)cc3)[nH]2)cc1	7	?	-24%[87.6 µM]	100µM*	2%[87.6 µM]	-6%[88.5 µM]	-3%[172 µM]
CCN1CCc2c(sc(-n3cccc3)c2C(C)NC(=O)Nc2ccccc2C)C1 (configuration not stated)	40	.	6%	.	4%	.	.
Cc1cc(=O)c2cc(C(=O)Nc3ccc(C)c(C)c3)ccc2[nH]1	3	.	50%[activator]	.	5%	.	.
CNC(=O)c1cc(-c2ccccc2C(F)(F)F)nc2c1cnn2C	3	-20%[172 µM]	.	?	.	.	.
O=C(NC1CCCN(c2cc(-c3ccc(F)cc3)[nH]n2)C1)c1cc(F)ccc1F (configuration not stated)	3	45µM*	1%	?	-23%	-25%	-7%
COc1cc(C2c3c(-c4cc(C)ccc4O)n[nH]c3C(=O)N2CCCO)ccc1OCCC(C)C (configuration not stated)	-4	.	-25%	.	?	.	.
O=C(Nc1ccc(F)cc1F)C(Cc1ccccc1)N1Cc2ccccc2C1=O (configuration not stated)	-7	.	22%	.	-14%	.	.
C=CCC(O)(CC=C)C(C)NC(=O)c1ccc(OC2CCN(Cc3ccccn3)CC2)cc1 (configuration not stated)	5	?	?	-25%	-26%	i	0%
Cc1nnc(-c2cc(-c3ccc(CO)cc3)ccn2)n1Cc1ccccc1	3	?	96%[activator][87.6 µM]	?	-2%[87.6 µM]	2%[88.5 µM]	-8%[172 µM]
Cc1ccccc1CNC(=O)C(=O)NCC(c1cccs1)S(=O)(=O)c1ccc(Cl)cc1 (configuration not stated)	-13	.	-10%	.	5%	.	.
CC(C)C(=O)N1CCCN(S(C)(=O)=O)c2ccccc21	-8	-10%	-18%	-7%	-7%	i	3%
Cc1cccc(C(=O)Nc2nnc(S(=O)(=O)N3CCC(C)CC3)s2)c1	5	.	18%	.	10%	.	.
Cc1cccc(-c2nc(-c3ccc4c(c3)[nH]c(=O)n4C)no2)c1	-14	.	49%[activator]	.	4%	.	.
CC(C)Oc1ccc(C(=O)N2CC(=O)Nc3ccc(F)cc3C2c2ccc(F)cc2)cc1 (configuration not stated)	-2	.	-8%	.	-21%	.	.
CCC(=O)NCC(c1ccc2c(c1)OCO2)N1CCN(c2ccccc2)CC1 (configuration not stated)	36	.	-3%	.	8%	.	.
Cc1cc(C)cc(C(=O)NC2CCN(c3cc(-c4ccccc4)[nH]n3)C2)c1 (configuration not stated)	-4	?	-2%	-20%	2%	-17%	-4%
Cc1cc(C(=O)N2CCn3nc(C(C)O)cc3C2)c2ccc(F)cc2n1 (configuration not stated)	3	-5%	-28%	?	0%	i	3%
COc1ccc(-c2cc3c(=O)n(CCNC(=O)c4cc(OC)cc(OC)c4)ccn3n2)cc1	-5	-5%	-10%	-23%	-3%	i	-21%
COc1ccccc1CC(C(=O)O)N(C)C(=O)c1ccccc1 (configuration not stated)	-10	.	.	.	-1%	-19%[27.3 µM]	.
O=C(NCc1cccs1)c1ccc2nnc(-c3ccc(C(F)(F)F)cc3)n2c1	7	?	10%	?	-5%	-5%	.
Cc1ccc2c(c1)C(=O)C(=O)N2Cc1ccc(OCCC(C)C)cc1	1	.	-11%	.	-11%	.	.

Screens from PubChem BioAssay.
